# b-catenin transl = beta-catenin nuclear translocation modulation | AID 1665 | HeLa beta-catenin nuclear translocation, immunofluorescence imaging | nuclear translocation activity, % at 5 µM | hit rate 0.3% among 190,000;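 active = nuclear translocation activity above 50% at 5 µM, with a well cell count of 50 or more; inconclusive = wells under 50 cells across six images, flagged as toxic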;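 also: per-cell ratio of nuclear to cytoplasmic median beta-catenin stain intensity; plate controls were DMSO negative control for no effect and GSK-3 inhibitor IX positive control for full effect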
#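 Technique: fluorescence imaging of beta-catenin antibody stain plus DAPI / Material: human HeLa cell line / Incubation: compound treatment 24 h, 37°C, 5% CO2 / Read-out basis: % activation of per-cell nuclear versus cytoplasmic median beta-catenin signal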
# MT stabilize HCS = microtubule stabilizers in HeLa cells. HeLa tubulin immunostaining HCS, 24 h; share of cells brighter than vehicle mean+2SD. % tubulin-high responders, % at 10 µM. hit rate 0.83% among 200,000. AID 2205;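 active = plate Z-score above 3 for both tubulin-high and condensed-nucleus cell shares, with cell loss under 80%, at 10 µM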;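 also: anti alpha tubulin signal scored within the nucleus-defined area of each cell; some results filed as inactive read as strong as hits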
# Lipid droplet = modulators of hepatic lipid droplet formation; AML12 mouse hepatocytes, oleate lipid droplets, BODIPY imaging; inhibition, % at 6.5 µM; hit rate 0.4% among 240,000; AID 1656;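 active = lipid droplet intensity inhibited by at least 50%, with more than 500 cells counted; inconclusive = wells with under 300 cells, treated as cytotoxic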
#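 Test system: AML12 hepatocytes (mouse); reagent: oleate loading, 100 µM; dosing: one dose, 6.5 µM compound; incubation: overnight exposure; signal: fluorescence imaging, 20x objective, two fields per well; read-out basis: % inhibition of corrected integrated BODIPY droplet signal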
# Autophagy mod = alters autophagy in cells; hit rate 0.98% among 190,000; calls only at 10 µM (by protocol); MEF GFP-LC3 puncta imaging; test concentration mostly 10 µM; AID 463193;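 active = percentage of spot-positive cells more than 3 SD above its plate mean, without a fluorescence outlier flag or 80% toxicity; inconclusive = no clear call, values can overlap the other calls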;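 also: spot-positive cell cutoff set from DMSO-treated cells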
# Insulin prom up = MIN6 insulin promoter up-regulation | MIN6 insulin promoter-GFP reporter, high-content imaging; stronger effect = higher value | z-score at 5 µM | hit rate 0.3% among 190,000 | AID 1625;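 active = z-score above 3 at 5 µM with at least 500 cells counted in the well; inconclusive = wells under 500 cells, flagged as cytotoxic or low count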
# T cell modulator = T cell immune modulators affecting CD8 T cell-vesicle binding; AID 2052; hit rate 0.068% among 330,000; calls only at 7 µM; 2C CD8+ T cell-vesicle binding, flow cytometry; stronger effect = lower value;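 active = response, share of CD8 T cells binding vesicles, and their 90th percentile fluorescence all below set limits, cut at about 80% in these data, passing the limit was not always enough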
#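 Also added: QL9-peptide-loaded Drosophila micro-vesicles bearing Ld, ICAM-1 and B7-1; Test system: purified 2C TCR transgenic mouse naive CD8+ T cells; Measured by: cytometric PE anti-B7-1 and Alexa647 anti-CD8 signals after 1% paraformaldehyde fixation; Timing: binding step 1.5 h, 37 °C, antibody labelling 20 min, ice.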
# West Nile antiviral = West Nile virus antiviral activity, cell-based, CPE readout (AID 1621) | hit rate 0.02% among 290,000 | West Nile virus-infected cells, CPE inhibition; higher % means a stronger effect | one-dose CPE inhibition, % at 10 µM; IC50 in µM for titrated hits; in the data active = a potency from the dose series; inconclusive = CPE inhibition mostly from about 3.7% at the one dose, without a potency; inactive = the rest, 99 in 100 with CPE inhibition below about 2.2%; also: strong numbers were not always called active
# Myeloid diff MLP = compounds promoting myeloid differentiation; hit rate 1% among 360,000; ER-HoxA9 myeloid progenitors, lysozyme-GFP differentiation, flow cytometry; calls only at 10 µM; AID 624256;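 active = normalized GFP-positive differentiation at or above the plate's own cutoff, the solvent-only control mean plus 3 SD; inconclusive = no clear call, values can overlap the other calls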;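 also: cells exposed to compound for four days before flow analysis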
# WT yeast gro inh = growth inhibition of WT yeast, mitochondrial fusion screen. mitochondrial fusion phenotypic screen, WT strain. inhibition, % at 10 µM. hit rate 2.1% among 190,000; in the data active = inhibition above about 58%; tested in S. cerevisiae
# WT yeast gro inh mutant strain = also measured in WT yeast gro inh; calls as there; inhibition, %; mitochondrial fusion phenotypic screen, mutant strain inhibition
# Insulin prom up cell count = recorded beside Insulin prom up, whose call it bears; cell count; measured here: cytotoxicity, nuclei count;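 total cells summed across four imaged fields per well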
# Lipid droplet cells 6.5 µM = recorded beside Lipid droplet, whose call it bears; cell count; measured here: cell count, cytotoxicity flag;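 cells counted across two imaged fields per well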
# b-catenin transl cell count 5 µM = also measured in b-catenin transl; calls as there; cell count; measured here: cell count, cytotoxicity flag
# T cell modulator vesicle-bound % = also measured in T cell modulator; calls as there; double positive events, %; measured here: CD8+ vesicle-bound cell fraction;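 binding gate set so that unloaded-vesicle control wells show 10% double positive cells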
# MT stabilize HCS Hoechst-high % = also measured in MT stabilize HCS; calls as there; % Hoechst-high responders; measured here: nuclear condensation Hoechst responders;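 share of cells brighter than vehicle mean plus two SD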
# MT stabilize HCS cytotoxicity % = recorded beside MT stabilize HCS, whose call it bears; toxicity, %; measured here: cytotoxicity by cell density;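 0% = mean cell density of plate MIN control wells and 100% = no cells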
# Autophagy mod cell loss 18 h = also measured in Autophagy mod; calls as there; toxicity, %; measured here: cell loss, nuclei count;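 cell loss after 18 h compound exposure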
# Myeloid diff MLP GFP+ MAC1+ % = recorded beside Myeloid diff MLP, whose call it bears; GFP+ MAC1+ double positive, %; measured here: differentiation confirmed by MAC1 staining
# An asterisk follows results filed as active; i = inactive; u = inconclusive; x = not tested or not shown. Compounds were not picked by outcome; overall some 3.9% were active at least once.
SMILES,b-catenin transl,b-catenin transl cell count 5 µM,MT stabilize HCS,MT stabilize HCS Hoechst-high %,MT stabilize HCS cytotoxicity %,Lipid droplet,Lipid droplet cells 6.5 µM,Autophagy mod,Autophagy mod cell loss 18 h,Insulin prom up,Insulin prom up cell count,T cell modulator,T cell modulator vesicle-bound %,West Nile antiviral,Myeloid diff MLP,Myeloid diff MLP GFP+ MAC1+ %,WT yeast gro inh,WT yeast gro inh mutant strain
Cc1csc2c(=O)sc(NC(=O)c3ccco3)nc12,1.7,1254,x,x,x,-24,658,x,x,0.26,1027,i,39,0.0%,i,0.4,x,x
COC(=O)c1sccc1NC(=O)c1ccc(Cl)s1,-1.1,1103,3.7,1.6,5.1,-7,670,i,-1,-0.45,1233,i,26,0.2%,i,10,4,15
CC(=O)Nc1nc(NC(=O)/C=C/c2ccccc2)n(-c2ccccc2)n1,1.3,496,3.0,1.2,5.6,-2,569,i,28,-0.63,1192,i,53,-1.0%,i,0.2,4,9
Cc1ccc(C)c(S(=O)(=O)C(C#N)c2nc3ccccc3nc2N2CCCC2)c1 (stereo not drawn),-2.4,1232,0.5,0.8,3.7,x,x,i,-3,0.5,1077,i,35,1.5%,i,1.5,13,16
CN1CCCC(OC(=O)c2cc(Br)ccc2Cl)C1 (stereo not drawn),-1.1,1176,3.3,2.5,8.6,x,x,i,-3,1.5,1032,i,43,0.2%,i,0.6,4,-16
Cc1nccn1CCc1nc(N)nc(N)n1,-0.2,997,3.6,2.6,7.4,-4,666,i,-1,0.06,1799,i,12,0.1%,i,6.7,-2,-8
Cc1ccc(S(=O)(=O)n2ccc(OC(=O)c3cccs3)n2)cc1,6.3,962,0.8,0.5,1.7,-2,757,i,-5,0.1,1304,i,56,-0.1%,i,1.0,-14,-4
NC(=S)NC1CCS(=O)(=O)C1 (stereo not drawn),-0.7,1179,2.3,0.8,3.2,4,671,i,24,0.47,1311,i,10,0.4%,i,0.4,4,-3
CC(NC(=O)Nc1cccc([N+](=O)[O-])c1)(C(F)(F)F)C(F)(F)F,0.3,1380,2.8,1.8,4.6,x,x,i,-31,0.54,1330,i,39,-0.3%,i,1.3,3,0
Cc1cc(NCCCn2ccnc2)n2nc(C)c(-c3ccccc3)c2n1,-2.2,1086,5.7,3.8,5.6,7,778,i,8,x,x,i,50,-0.3%,i,4.3,-5,-12
O=C(CC(C(=O)O)c1ccc(Cl)cc1)c1ccc(Cl)c(Cl)c1 (stereo not drawn),x,x,x,x,x,-1,812,x,x,x,x,i,43,-0.6%,i,0.3,x,x
CC1CCN(CC(=O)Nc2nn(-c3ccccc3)nc2C(N)=O)CC1,1.0,993,2.5,1.5,0.3,18,688,i,1,x,x,i,63,0.6%,i,0.2,10,-25

# Overlap with the part before: 2 compounds; new compounds follow.
SMILES,b-catenin transl,b-catenin transl cell count 5 µM,MT stabilize HCS,MT stabilize HCS Hoechst-high %,MT stabilize HCS cytotoxicity %,Lipid droplet,Lipid droplet cells 6.5 µM,Autophagy mod,Autophagy mod cell loss 18 h,Insulin prom up,Insulin prom up cell count,T cell modulator,T cell modulator vesicle-bound %,West Nile antiviral,Myeloid diff MLP,Myeloid diff MLP GFP+ MAC1+ %,WT yeast gro inh,WT yeast gro inh mutant strain
O=C(CC(C(=O)O)c1ccc(Cl)cc1)c1ccc(Cl)c(Cl)c1 (stereo not drawn),x,x,x,x,x,-1,812,x,x,x,x,i,43,-0.6%,i,0.3,x,x
CC1CCN(CC(=O)Nc2nn(-c3ccccc3)nc2C(N)=O)CC1,1.0,993,2.5,1.5,0.3,18,688,i,1,x,x,i,63,0.6%,i,0.2,10,-25
Cc1n[nH]c(C)c1S(=O)(=O)N1CCOCC1,-0.2,1325,10,1.8,1.3,x,x,i,5,-0.05,1528,i,52,0.1%,i,0.6,0,0
O=C1Nc2ccc(Br)cc2/C1=C/C1CC=CCC1 (stereo not drawn),x,x,2.4,3.8,5.3,-2,799,i,-18,-0.38,1296,i,12,-0.1%,i,0.3,78,78
Nc1c(-c2ccccc2)cnn1C1CCS(=O)(=O)C1 (stereo not drawn),x,x,3.1,2.0,15,4,740,i,-3,0.98,948,i,13,-0.1%,i,2.3,-7,-9
COc1ccccc1/C=N/Nc1cc(C)nc(N2CCOCC2)n1,-0.4,1264,x,x,x,15,657,x,x,0.88,1000,i,27,0.2%,i,0.5,x,x
CC(C)n1c2ccccc2c2nnc(SCC(=O)OCN3C(=O)c4ccccc4C3=O)nc21,0.4,1096,5.3,3.2,4.0,x,x,i,-14,0.77,1181,i,23,-0.1%,i,0.7,-10,-8
Cc1cc(OC(=O)c2ccccc2Br)c([N+](=O)[O-])c(=O)[nH]1,x,x,x,x,x,16,738,x,x,x,x,i,11,0.1%,i,2.7,x,x
COc1cccc2[nH]c3c(Cl)ncnc3c12,-1.1,855,7.1,2.5,10,0,453,i,-14,x,x,i,76,0.4%,i,2.3,-6,-1
CC(=O)Nc1ccc(C(=O)OCc2ccc(Br)cc2)cc1,x,x,2.2,2.4,6.6,1,746,i,1,1.3,1399,i,49,0.9%,i,0.8,69*,69*
C=CCSC1=N/C(=C\c2ccsc2)C(=O)S1,x,x,6.2,3.8,9.9,x,x,i,-1,0.43,1249,i,41,0.0%,i,0.1,6,2
c1ccc(-c2csc(=Nc3cccnc3)n2CC2CCCO2)cc1 (stereo not drawn),0.9,1103,2.5,2.0,7.1,-10,649,i,2,0.1,1301,i,42,-1.2%,i,0.1,-6,-10
COc1ccc(N(C(=O)C2CSC(=O)C2)C(C(=O)NC(C)(C)C)c2ccncc2)cc1 (stereo not drawn),-1.4,1019,2.6,1.5,8.7,7,721,i,13,x,x,i,41,0.5%,i,0.2,-6,-2
Cc1ccc(C(c2c(C)[nH][nH]c2=O)c2c(C)[nH][nH]c2=O)cc1[N+](=O)[O-],-0.8,1039,2.4,2.1,4.0,5,517,i,3,-0.47,1480,i,46,0.2%,i,0.6,7,13
CCN1/C(=C/c2cccc[n+]2C)Sc2ccc(OC)cc21,x,x,x,x,x,-47,796,x,x,x,x,i,15,-0.4%,u,x,x,x
CCOC(=O)c1c(N)c(C#N)c2n1CCCC2,-1.6,1393,4.4,2.0,1.3,x,x,i,3,0.14,1129,i,33,0.1%,i,0.7,-1,9
O=C(CN1C(=O)COc2ccccc21)NCCCN1CCN(c2ccccc2F)CC1,x,x,x,x,x,-1,746,x,x,x,x,i,34,-0.5%,u,x,x,x
COC(=O)c1ccc(-c2ccc(/C=N/NC(=O)Cc3nnc(N)s3)o2)cc1,-0.9,1337,x,x,x,5,654,x,x,-0.15,1037,i,29,0.8%,i,1.0,x,x
Cc1ccccc1Nc1sc(C(=O)Nc2cccc(Cl)c2)c(N)c1C(N)=O,-1.2,1105,4.3,1.4,7.5,-11,625,i,-2,-0.04,1527,x,x,-0.3%,i,0.3,1,2
CC(C)Nc1ncnc2c1cnn2Cc1ccccc1Cl,x,x,x,x,x,18,853,x,x,x,x,i,46,0.7%,i,0.4,x,x
COc1cc(/C=N/NC(=O)C2c3ccccc3Oc3ccccc32)ccc1O,x,x,2.0,1.9,10,x,x,i,4,x,x,i,40,0.1%,i,1.4,-73,-3
O=[N+]([O-])c1ccc(Cl)cc1Sc1ccccn1,0.5,947,1.5,2.6,5.9,-17,553,i,1,0.08,1258,i,37,0.7%,i,0.4,4,-8
CCOCCCNC(=O)Cn1cnc2c(cnn2-c2ccc(F)cc2)c1=O,x,x,x,x,x,14,774,x,x,x,x,i,55,0.0%,i,0.6,x,x
CC(C)NC(=O)c1ccccc1NC(=O)/C=C/c1ccc([N+](=O)[O-])cc1,2.4,1404,1.1,1.1,5.0,x,x,i,-2,-0.13,1523,i,20,0.8%,i,0.8,-12,-5
CCOc1ncccc1C(=O)Nc1ccc(C)cn1,x,x,x,x,x,-9,668,x,x,x,x,i,19,-0.4%,i,0.6,x,x
CCSc1nnc(NC(=O)c2cc(C)oc2C)s1,-0.6,1032,2.4,2.2,7.6,6,790,i,2,0,1250,i,36,-0.4%,i,8.3,33,39
CCOC(=O)c1[nH]ncc1CN1CCCC(C(=O)c2cc(Cl)ccc2OC)C1 (stereo not drawn),0.3,1060,3.0,3.1,6.3,-5,639,i,-2,-0.01,1458,i,46,0.9%,i,0.1,-18,3
CCOC(=O)c1c(S(=O)(=O)NCC(=O)Nc2ccccc2)c(C)n(C)c1C,x,x,x,x,x,6,767,x,x,x,x,i,43,0.2%,i,0.7,x,x
CCOc1ccc(C2c3c(oc4ccccc4c3=O)C(=O)N2CCCN2CCOCC2)cc1 (stereo not drawn),-0.8,1150,6.6,2.7,11,2,753,i,47,0.03,1066,i,40,0.5%,i,0.7,10,17
Cc1ccc(NC(=O)c2sccc2-n2cccc2)c(Cl)c1,0.5,1061,2.3,2.7,5.4,0,692,i,6,x,x,i,58,-0.9%,i,1.1,20,6
CCc1cccc(C)c1NC(=O)CSc1nc2ccncc2[nH]1,x,x,x,x,x,2,753,x,x,x,x,i,16,0.1%,i,0.0,x,x
CC(=O)N1N=C(C)CC1c1ccc(OCc2ccccc2)cc1 (stereo not drawn),-1.7,1113,6.7,2.3,7.6,1,672,i,6,-0.15,1576,i,48,-1.2%,i,0.8,7,-18

# Screening data from PubChem BioAssay.
